L major viab: inhibitors of Leishmania major promastigote growth; hit rate 9% among 200,000; inhibition, % at 10 µM; Leishmania major promastigotes, resazurin fluorescence viability; in the data active = inhibition above about 50%;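 also: promastigotes grown with compound for 44 hours at 28 °C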
Redox H2O2 prof: compounds producing H2O2 with reducing agent – biochemical, NIH compound library profiling, artefact control for MLSCN library redox annotation, primary screen | activation, % at 10 µM | hit rate 0.03% among 200,000 | DTT-dependent redox cycling H2O2, phenol red/HRP absorbance; 100% = 100 µM peroxide control, 0% = buffer;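 active = activation of at least 50% relative to the plate's high and low controls in the primary single-dose screen; inactive = activation below 50%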;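 also: compound incubated with DTT at 0.8 mM final as the reducing agent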
RAM inhibit: blocks the yeast RAM network; S. cerevisiae dse1pr::URA3 reporter, 5-FOA growth OD615, 2 d; analog-sensitive cbk1-as2 kinase mutant strain; inhibition, % at 50 µM; hit rate 1.8% among 190,000;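 active = inhibition above a set limit, 3 SD over mean compound inhibition, cut at about 8.4% in these data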;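 also: 0% = DMSO-only wells with no growth and 100% = 10 µM 1-NA-PP1 full growth; inhibition rescues growth on 5-FOA so higher OD means more RAM inhibition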
S1P3 antagonist: blocks the human S1P3 receptor | CHO S1P3 NFAT-BLA reporter, FRET fluorescence, antagonist mode | inhibition, % at 4.98 µM | hit rate 0.27% among 170,000 | Q99500 | AID 485;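 active = inhibition above the plate cutoff, the mean inhibition of test wells on that plate plus 3 SD, cut at about 28% in these data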;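 also: cells challenged with S1P at its EC80 of 0.8 µM; blue over green emission ratio from cleaved BLA substrate after 4 h stimulation; 0% = S1P-stimulated wells and 100% = unstimulated DMSO-only wells; some compounds past the cut are filed as inactive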
Target sequence (Q99500 whole entry, looked up): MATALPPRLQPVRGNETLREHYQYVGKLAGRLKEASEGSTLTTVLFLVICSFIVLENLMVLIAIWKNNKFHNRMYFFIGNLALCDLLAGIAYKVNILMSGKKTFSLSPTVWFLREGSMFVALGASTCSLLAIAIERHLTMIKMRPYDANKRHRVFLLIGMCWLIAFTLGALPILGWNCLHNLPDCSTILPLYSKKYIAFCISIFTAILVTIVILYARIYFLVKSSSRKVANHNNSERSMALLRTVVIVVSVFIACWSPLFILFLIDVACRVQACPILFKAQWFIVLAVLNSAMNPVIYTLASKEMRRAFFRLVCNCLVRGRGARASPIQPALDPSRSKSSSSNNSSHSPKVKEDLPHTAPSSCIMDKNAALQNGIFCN
PMI act satM6P: PMI (human) activation, high substrate | activation factor at 20 µM | coupled PMI enzyme assay, resazurin fluorescence, 20 min; active compounds read high; 1 = untreated enzyme, 0 = substrate-free blank | AID 1216 | hit rate 0.34% among 190,000;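 active = activation factor of 2 or more at 20 µM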
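Test system: human PMI in coupled enzyme assay; Input: PMI at 15 ng/mL final; Medium: HEPES buffer, pH 7.4; Schedule: 20 min incubation at room temperature; Technique: resorufin fluorescence at Ex 544/Em 590 nm; Compound: 20 µM single dose; Probe or stimulus: Near-saturating mannose-6-phosphate, 1.0 mM.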
TNAP inh hi DEA: blocks human TNAP under high phosphate acceptor concentration; P05186; purified TNAP, CDP-star luminescence, 1 M DEA; inhibition, % at 20 µM; hit rate 0.03% among 200,000; AID 1135;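 active = over 50% inhibition of tissue-nonspecific alkaline phosphatase at 20 µM in the single-dose screen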;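 also: plate controls were DMSO wells for no effect and EDTA-quenched wells as full inhibition for full effect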
Target sequence (P05186 whole entry, looked up): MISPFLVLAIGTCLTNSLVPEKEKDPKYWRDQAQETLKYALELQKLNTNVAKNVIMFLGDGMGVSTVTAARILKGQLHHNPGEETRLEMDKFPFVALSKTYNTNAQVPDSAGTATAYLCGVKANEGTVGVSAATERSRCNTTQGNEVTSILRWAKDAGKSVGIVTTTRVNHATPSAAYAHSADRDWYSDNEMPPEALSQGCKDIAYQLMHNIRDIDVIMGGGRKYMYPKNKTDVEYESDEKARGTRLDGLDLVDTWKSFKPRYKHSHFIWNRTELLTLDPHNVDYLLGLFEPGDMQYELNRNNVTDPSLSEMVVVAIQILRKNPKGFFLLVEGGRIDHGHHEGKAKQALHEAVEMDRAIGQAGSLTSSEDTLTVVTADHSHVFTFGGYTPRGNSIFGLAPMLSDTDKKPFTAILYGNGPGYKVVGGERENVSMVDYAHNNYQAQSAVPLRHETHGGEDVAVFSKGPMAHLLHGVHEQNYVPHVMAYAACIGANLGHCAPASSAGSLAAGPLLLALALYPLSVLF
Hsp70 act: Hsp70 transcriptional activation, primary screen; HeLa Hsp70 promoter luciferase reporter, luminescence; scaled: vehicle 0, proteasome-inhibitor control 100%; activation, % at 10 µM; hit rate 0.04% among 200,000; AID 1203;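 active = activation above the mean across all tested compounds plus 3 SD, cutoff set per campaign, cut at about 5.5% in these data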;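 also: 100% = MG132 at 30 µM as the positive control and 0% = DMSO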
Efa HMGR inh: E. faecalis class II HMG-CoA reductase inhibition. hit rate 0.41% among 190,000. inhibition, % at 10 µM. purified E. faecalis HMGR, NADPH absorbance 340 nm kinetic;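 active = inhibition above a set limit, the median over all tested compounds plus 3 SD, cut at about 9.5% in these data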;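 also: enzyme runs in reverse so mevalonate oxidation gives rising NADPH absorbance; 0% = complete reaction with DMSO and 100% = background rate lacking mevalonate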
TNAP inh no acc: TNAP (human) inhibition, acceptor-free conditions; P05186; purified TNAP, CDP-star luminescence, 30 min; inhibition, % at 20 µM; hit rate 0.26% among 200,000; AID 1012;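 active = tissue-nonspecific alkaline phosphatase inhibition above about 50% at 20 µM in the single-dose screen, limit read from the data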;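 also: 0% = DMSO negative control and 100% = EDTA positive control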
PMI act: phosphomannose isomerase (human) activation | purified human PMI, coupled resazurin fluorescence, 20 min; active compounds read high; 1 = vehicle control, 0 substrate-free wells | activation factor at 20 µM | hit rate 0.005% among 190,000 | AID 1214;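 active = activation factor of 2 or more at 20 µM, relative to plate controls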
* hit, by the source's call; . = not tested or not shown.

Screens in order – L major viab	Redox H2O2 prof	RAM inhibit	S1P3 antagonist	PMI act satM6P	TNAP inh hi DEA	Hsp70 act	Efa HMGR inh	TNAP inh no acc	PMI act
> COc1ccc2c(C)c(C(=O)O)oc2c1
 : -3	0.0	-0.4	.	1	-5	0.6	0	-17	1
> CC(C)Cn1nc(C(=O)OCC(=O)NCC(F)(F)F)c2ccccc2c1=O
 : 1	0.0	3.9	21	0.9	1	-0.2	-7	-3	1
> O=C(CSc1ccc(-c2ccccc2)nn1)N1CCCc2ccccc21
 : 1	0.1	2.7	-15	0.9	0	-0.3	-2	-4	0.9
> CC(C)C(=O)Nc1cccc(C(=O)Nc2ccccc2C(=O)O)c1
 : -6	0.0	1.5	.	1.1	-2	-0.1	4	-13	1.1
> CCOC(=O)CSc1nnc(C2CCCCC2)n1C
 : -1	-2.5	0.7	-22	1	-6	-0.1	-1	-15	1
> O=C(CN(Cc1ccc2c(c1)OCO2)C(=O)CNC(=O)c1ccco1)NC1CCCCC1
 : -4	-0.4	0.7	0	0.9	-5	0.1	0	-14	0.9
> COc1ccc(N(C(C)C(=O)Nc2ccc(S(=O)(=O)N3CCOCC3)cc2)S(C)(=O)=O)cc1 (stereo unspecified)
 : -5	-0.1	2.3	-6	1	5	-0.3	-2	1	1
> CSc1ccc(S(=O)(=O)Nc2ccc3c(c2)NC(=O)CC3)cc1
 : 1	0.1	1.9	12	1	-3	-0.2	-2	-12	1
> O=C(Nc1cccnc1)c1ccc(-c2cc(Cl)ccc2Cl)o1
 : 11	-0.4	-0.1	-7	0.9	-1	1.2	-1	-3	0.9
> COc1cccc2sc(NN)nc12
 : 60*	-0.3	-0.4	-2	1.3	14	0.1	1	-1	1.5
> CC(C)(C)c1cc(OC(=O)c2ccncc2)ccc1O
 : 22	0.8	2.4	.	0.6	3	-0.4	-1	-7	1
> CCOc1ccc(NC(C(=O)Nc2cccc(C(C)=O)c2)c2ccccc2)cc1 (stereo unspecified)
 : 8	-0.5	5.2	7	0.8	2	-0.2	-1	8	0.9
> CC(=O)c1cccc(NC(=O)c2cc(C)no2)c1
 : -5	-2.0	1.3	-3	1.1	1	-0.3	-3	-7	1.1
> COc1ccc(CCc2nnc(CCC(=O)N(C)Cc3ccnc4ccccc34)o2)cc1
 : -1	0.5	1.6	2	1.1	3	-0.4	-3	-4	1.1
> O=C1OCc2cc(NC(=O)C3CCCCC3)ccc21
 : 4	-1.5	2.7	9	1	-3	0.8	-2	-9	0.9
> COc1ccc(OC)c(/C=C2/Sc3ccccc3C2=O)c1
 : -3	-0.3	6.8	0	0.8	14	0.0	-7	11	0.9
> Cc1cc(OCC(=O)Nc2ccc3c(c2)OCCO3)ccc1Cl
 : -6	-2.0	1.6	-2	1.1	-4	-0.1	-12	2	1.2
> COc1ccccc1-c1cc(C(=O)NCc2ccccc2)no1
 : -1	2.1	1.7	25	1	-3	-0.1	-4	0	1
> Cc1cc(C)c(NC(=O)/C=C\C(=O)O)c([N+](=O)[O-])c1
 : 0	-0.1	0.4	.	1	-10	-0.4	-5	-8	0.9
> CCN1CCN(c2ccc(NC(=O)c3cccc(F)c3)cc2Cl)CC1
 : 6	-1.2	0.1	6	1	-3	0.5	10*	0	1
> O=C(CN1C(=O)c2ccccc2S1(=O)=O)Nc1ccccc1
 : -8	2.5	2.0	.	0.9	-2	0.0	-8	-4	0.9
> O=c1[nH]c(N2CCc3ccccc32)nc2c1CCCC2
 : 49	0.6	0.8	-3	0.9	-2	-0.3	1	-8	0.9
> CCOC(=O)c1ccc(-c2ccc(/C=N/NC(=O)CN(c3cccc(C)c3)S(C)(=O)=O)o2)cc1
 : -6	1.9	5.2	0	1	0	-0.2	0	3	0.9
> COc1ccccc1C1C(C(N)=O)=C(C)Nc2ncnn21 (stereo unspecified)
 : 2	1.0	1.0	-9	1.1	-4	-0.2	0	-12	0.9
> O=[N+]([O-])c1ccc(C(=Nc2cccc3ccccc23)N2CCOCC2)cc1
 : 2	0.4	0.4	.	0.8	2	-0.1	-23	0	0.8
> Cc1ccc(C(=O)N/N=C\c2ccccc2[N+](=O)[O-])cn1
 : -5	-0.1	1.2	1	1.1	-4	0.0	4	-7	1.1
> Cc1ccccc1C(=O)NN(C)c1nc2ccccc2nc1C(F)(F)F
 : -5	2.5	5.7	.	1.1	-4	-0.1	1	-10	1
> CS(=O)(=O)N1CCC(C(=O)Nc2ccc(Br)cc2F)CC1
 : -1	1.0	0.3	11	0.9	-4	0.0	3	-7	0.9
> CC(C)c1ccc(O)c(NC(=O)c2ncn[nH]2)c1
 : -4	3.5	1.5	6	1	-4	0.3	3	-51	1.1
> O=C(Oc1ccc(C(=S)N2CCOCC2)cc1Br)c1cc(Cl)ccc1Cl
 : -7	0.5	3.3	.	1	-1	0.2	.	-5	0.9
> COc1ccc(NS(=O)(=O)c2ccc(O)c(NC(=O)c3cc4c(C)nn(-c5ccc(F)cc5)c4s3)c2)cc1
 : -17	0.2	3.3	3	1	0	0.0	-12	-10	1
> COc1ccccc1NC(=O)c1c(Nc2ccccc2C)sc(C(=O)Nc2cccc(Cl)c2)c1N
 : 19	-0.2	3.5	-5	1.4	-2	-0.1	-1	-5	1
> C=CCc1ccccc1OCC(O)CNC (stereo unspecified)
 : -2	2.3	1.1	6	1	-5	-0.2	2	-11	0.9
> O=C(Cn1nc(Cc2ccncc2)c2ccccc2c1=O)N1CCc2ccccc2C1
 : 3	-0.2	-0.1	-25	1	0	-0.1	1	4	0.9
> Cc1ccc(NC(=O)CS(=O)CC(=O)NCC2CCCO2)cc1 (stereo unspecified)
 : -3	0.2	-0.1	-21	0.8	-1	0.1	2	-3	0.8
> Cc1nn(C)cc1C(C)NC(=O)c1cc(COc2c(F)cccc2F)on1 (stereo unspecified)
 : -5	-1.1	2.5	-7	1	-2	-0.4	-5	-6	0.9
> Cc1ccc(/C=N/NC(=O)CNC(=O)COc2ccccc2)o1
 : -4	0.0	1.6	-6	1.1	-6	-0.2	4	-10	1
> CC(C)(C)NC(=O)CN1CCC(O)(c2ccccc2)CC1
 : -1	4.4	0.2	-2	1	-4	-0.6	-8	-10	1
> COc1cccc(C(=O)CN2C(=O)C(C)(C)Oc3ccc(C(=O)N4CCCCCC4)cc32)c1
 : 10	-0.7	0.9	7	1	0	0.0	0	-1	0.9
> COc1ccc(COCC(CC(C)C)N2CCN(C(=O)c3cccc(C(F)(F)F)c3)CCC2=O)cc1 (stereo unspecified)
 : 33	0.4	0.1	-7	1.1	-4	-0.2	-8	-2	1.1
> CC(=O)Nc1ccc(NC(=O)CCn2cnnn2)cc1
 : -4	-0.7	2.2	-6	1	-2	-0.2	-6	-8	1.1
> COc1ccc(CC(=O)Nc2ccc(S(=O)(=O)Nc3cc(C)on3)cc2)cc1OC
 : -5	2.5	6.0	.	0.9	-4	0.0	-4	-10	0.9
> CCOc1cc(NC(=S)NCC(C)C)c(OCC)cc1NC(=O)c1ccco1
 : 44	-0.4	3.2	5	0.7	-1	-0.3	-2	-2	0.9
> COc1cc(-c2nn3c(COc4ccccc4)nnc3s2)cc(OC)c1OC
 : -4	-2.4	2.9	.	0.9	-10	-0.1	-3	-11	1
> CCOc1ccc(C(=O)N[C@H](C(=O)Nc2cccc(S(=O)(=O)N3CCCCC3)c2)C(C)C)cc1
 : 97*	1.1	2.1	-10	0.4	2	-0.2	-6	-15	0.8
> Cc1ccc(N(CC(=O)N2CCOCC2)S(C)(=O)=O)cc1
 : -3	-0.3	0.8	-18	1	-5	-0.4	1	-7	1
> COc1ccc(-c2nnc(Sc3nc4ccccc4o3)c3ccccc23)cc1
 : 88*	-3.6	-0.5	.	1	-4	1.1	-4	-3	1
> CCC(C)NC(=O)c1ccccc1C(=O)NC(C)CC (stereo unspecified)
 : 1	-0.2	2.3	2	0.9	-2	-0.2	-2	-8	0.9
> Cc1nc2cc(N3CCCCC3)c(NC(=O)c3cccnc3)cc2c(=O)n1Cc1ccccc1
 : -5	-2.2	4.1	-1	1	-4	-0.5	-3	-2	0.9
> Cc1ccc(SCC(=O)N(Cc2nc(-c3ccccc3)no2)C(C)C)cc1
 : 11	0.1	6.7	-1	0.8	-7	-0.1	-8	-8	0.8

Next part:
Screens in order – L major viab	Redox H2O2 prof	RAM inhibit	S1P3 antagonist	PMI act satM6P	TNAP inh hi DEA	Hsp70 act	Efa HMGR inh	TNAP inh no acc	PMI act
> CCOC(=O)C1=C(C)N(C)C(=O)NC1c1c(C)nn(-c2ccccc2)c1C (stereo unspecified)
 : -1	0.9	0.7	.	1	-2	0.1	0	-19	1
> NC(=O)C1CCN(CC(=O)Nc2ccccc2Sc2ccccc2)CC1
 : 3	0.3	1.0	-5	1	0	-0.3	2	-4	0.9
> Cc1ccc([N+](=O)[O-])cc1NC(=O)c1ccccc1
 : 4	-2.1	1.2	-15	1	-7	0.3	-2	-5	1.1
> O=c1oc(-c2ccccc2)nc2sc3c(c12)CCCC3
 : 2	0.2	3.8	.	1	2	0.2	2	-8	0.9
> Cc1cccc(N/C(N)=N/c2nc(C(F)(F)F)cc(=O)[nH]2)c1C
 : 35	0.5	3.4	-16	1	0	0.1	-1	2	1
> COc1cc(C2=NOC(C(=O)NCc3ccc(F)cc3)C2)cc(OC)c1OC (stereo unspecified)
 : -2	1.2	2.8	-1	1.1	-2	0.3	6	-11	1
> Cc1cccc(Sc2c([N+](=O)[O-])ncn2C)n1
 : 4	-4.0	1.0	.	0.9	-3	0.8	-3	-11	1
